FBPA coupling cs: qHTS Assay for Inhibitors of Fructose-1,6-bisphosphate Aldolase from Giardia Lamblia: Coupling assay counterscreen. coupling enzyme system counterscreen, AmpLite Red fluorescence. activity change, negative = inhibition, % at 58.2 µM, hits read low. actives 0.67% (n = 290,000); in the data active means activity change below about -30%
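First, compound is pin-transferred into glyceraldehyde-3-phosphate coupling-enzyme reagent at 57.5 uM final and held 10 min at RT. Next, substrate, coupling system and AmpLite Red are added. After 20 min RT, fluorescence (525/598 nm) is read.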
PKM2 activator: qHTS Assay for Activators of Human Muscle isoform 2 Pyruvate Kinase; Pyruvate kinase PKM (Homo sapiens), P14618; purified PKM2, Kinase-Glo ATP luminescence, activation; response scale: 0% is enzyme alone, no compound; Potency, µM (highest dose often 57.5 µM), for inactives: top-dose activation, actives largely listed as activators; actives 0.34% (n = 260,000); further: potency means the concentration at half of the fitted maximal effect; nearly all actives have a fitted effect of over 55% in size
Target sequence (P14618 whole entry, looked up, canonical isoform): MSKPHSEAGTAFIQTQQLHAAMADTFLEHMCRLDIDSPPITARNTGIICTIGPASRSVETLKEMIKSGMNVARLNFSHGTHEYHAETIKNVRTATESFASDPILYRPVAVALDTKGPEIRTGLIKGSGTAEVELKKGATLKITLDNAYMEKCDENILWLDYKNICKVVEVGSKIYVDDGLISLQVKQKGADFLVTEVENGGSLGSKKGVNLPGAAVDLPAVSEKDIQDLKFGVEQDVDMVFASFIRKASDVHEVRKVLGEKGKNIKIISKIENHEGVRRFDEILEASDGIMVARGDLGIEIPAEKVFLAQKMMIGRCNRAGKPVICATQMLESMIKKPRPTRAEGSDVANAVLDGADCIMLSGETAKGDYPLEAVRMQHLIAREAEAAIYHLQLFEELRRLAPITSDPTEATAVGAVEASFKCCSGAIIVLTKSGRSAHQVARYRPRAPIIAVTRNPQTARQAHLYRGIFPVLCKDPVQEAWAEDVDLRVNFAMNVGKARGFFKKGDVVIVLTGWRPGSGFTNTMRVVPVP
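Kinase-Glo luminescence reports ATP generated from ADP (0.1 mM) and PEP (0.5 mM) by purified hPK-M2 after 1 h at room temperature, pH 7.2 imidazole buffer; intermediate enzyme activity allows detecting inhibitors and activators.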
hERG WT inh: qHTS for Inhibitors of KCHN2 3.1: Wildtype qHTS | Voltage-gated inwardly rectifying potassium channel KCNH2 (Homo sapiens), Q12809 | U2OS, BacMam KCNH2, thallium flux FluxOr; stronger effect = lower value | activity change, % at 1.84 µM | actives 0.37% (n = 340,000) | AID 720551, 2013;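 active means maximum activity change below -70%; inconclusive means maximum activity change between -70% and -50%; inactive means maximum activity change above -50%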
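U2OS cells transduced with wild-type KCNH2 virus are loaded with FluxOr dye for 45 min, and thallium flux is measured in kinetic reads before and after stimulation buffer. Rate constants are normalized to DMSO controls.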
KCNH2 3.1 inh: qHTS for Inhibitors of KCHN2 3.1: Mutant qHTS; AID 720553, 2013; actives 0.95% (n = 340,000); activity change, % (tested at about 1.8 µM); U2OS KCNH2 3.1, thallium flux FluxOr; stronger effect = lower value; Potassium voltage-gated channel subfamily H member 2, brain isoform KCNH2 3.1 (human);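 active means maximum activity change below -70%; inconclusive means maximum activity change from -70% to -50%; inactive means maximum activity change above -50%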;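 further: thallium influx rate constant from kinetic fluorescence after stimulation buffer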
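Measured as rate of thallium-driven FluxOr signal in transduced U2OS cells carrying the 3.1 channel, read kinetically for 2 min upon stimulation; values are rate constants scaled to DMSO control wells.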
Giardia killer: Small Molecules that selectively kill Giardia lamblia: qHTS; Giardia lamblia trophozoite viability; activity change, % at 7.66 µM, hits read low; actives 0.15% (n = 340,000); AID 540267, 2011; in the data active means activity change below about -80%; inconclusive means between about -30% and that limit;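 further: parasites exposed to compound for two days anaerobically before the ATP read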
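Media and compound were dispensed first, then trophozoites at 100 cells/well; plates sat 48 hrs at 37 deg C without oxygen before ATP luminescence reagent was added and read after 15-30 min at room temperature.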
Eya2 inh: qHTS Assay for Inhibitors of the Phosphatase Activity of Eya2. recombinant Eya2, OMFP fluorescence dephosphorylation (OMFP is methylfluorescein phosphate). Potency, µM (doses to about 76.9 µM), for the others: top-dose activity, negative = inhibition, actives largely listed as inhibitors. actives 0.006% (n = 330,000). AID 488837, 2010; further: potency means the concentration at half of the fitted maximal effect
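Eya2 (0.2 uM) preincubated 10 min at ambient with compound, then OMFP substrate added at 50 uM; 10 min reaction in 50 mM HEPES pH 7.5, 50 mM NaCl, 5 uM MgCl2, 0.05% BSA, 1 mM DTT. Fluorescence read at Ex 485/Em 525 nm.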
USP2a block: qHTS Assay for Inhibitors of Ubiquitin-specific Protease USP2a Using CHOP2 as the Reporter | actives 0.01% (n = 330,000) | Potency, µM (titrated, usually from 38.3 µM), inactives show at the highest dose activity change, negative = inhibition, usual class: inhibitors | USP2 core, Ub-CHOP2 coupled fluorogenic reporter, 485/531 | Ubiquitin carboxyl-terminal hydrolase 2 (Homo sapiens), O75604 | AID 463254, 2010;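 further: potency means the concentration at half of the fitted maximal effect; plate controls were DMSO wells for no effect and full inhibition by NEM control for full effect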
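USP2 core (10nM final) preincubated 30min RT with compound in 20mM Tris-HCl pH 8.0, 2mM CaCl2, 2mM beta-mercaptoethanol, 0.05% CHAPS; 25nM Ub-CHOP2 plus 25nM reporter substrate added, fluorescence (Ex485/Em531) read after 60min.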
GALK inhibitor: qHTS Assay for Inhibitors of Human Galactokinase (GALK). P51570. Purified GALK, Kinase-Glo residual ATP luminescence. Potency, µM (top dose mostly 57.5 µM), for inactives: at the highest dose activity change, negative = inhibition, most hits filed as inhibitors. actives 0.007% (n = 270,000); further: potency means the concentration at half of the fitted maximal effect
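GALK at 5 nM final was combined with compound, 35 uM ATP and 100 uM galactose in HEPES pH8.0 with MgCl2 and DTT. The reaction ran one hour at room temperature before luminescent ATP detection.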
uPA generation: qHTS for Inhibitors of Cell Surface uPA Generation; actives 0.31% (n = 330,000); cell surface uPA generation assay, qHTS; Potency, µM (highest dose often 38.3 µM), inactives show top-dose activity change, negative = inhibition, most hits filed as inhibitors; active means well fitted inhibition curve with a large enough effect; inconclusive means small, poorly fitted or top-dose-only effect; inactive means no such curve, though single readings can be large or run the other way; tested in mouse RAW 264.7 cells; further: potency means the concentration at half of the fitted maximal effect; nearly all actives have a fitted effect of over 55% in size
Chronic BCR inh: qHTS Assay to Find Inhibitors of Chronic Active B-Cell Receptor Signaling. ABC-DLBCL IkBa-CBG/CBR reporter, luminescence ratio, 4 h. Potency, µM (highest dose often 46.1 µM), inactives show at the highest dose ratio change, negative = lower green/red ratio, actives largely listed as inhibitors. actives 0.05% (n = 340,000); active means well fitted inhibition curve with a large enough effect in the signal ratio, with a control signal flat, not every such curve was filed as active; inconclusive means small, poorly fitted or top-dose-only effect, or effect the other way, or a change in a side signal; the % refers to the signal ratio;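 further: potency means the concentration at half of the fitted maximal effect; plate controls were basal doxycycline-induced cells for no effect and cells given 10 µM MG132 for full effect; MG132 reads +100%, hits lower the ratio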
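TMD8 human ABC-DLBCL cells with doxycycline-inducible IκBα–green luciferase fusion and unfused red luciferase, in 0.5% FBS medium; compounds up to 46 uM, 4 h at 37C. Green/red luminescence ratio, filter-overlap corrected, fitted to concentration-response curves.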
B2AR arrestin: qHTS assay of beta-arrestin-biased ligands of beta2-adrenergic receptor. Beta-2 adrenergic receptor (Homo sapiens), P07550. beta-arrestin recruitment to beta2AR, cell-based reporter. Potency, µM (series often up to 46.1 µM), for inactives: at the top dose activation, most hits filed as activators. actives 0.02% (n = 330,000). AID 492947, 2010;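 further: potency means the concentration at half of the fitted maximal effect; 0% = DMSO controls and full agonism = EC100 isoproterenol or metaproterenol; nearly all actives have a fitted effect of over 65% in size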
Target sequence (P07550 whole entry, looked up): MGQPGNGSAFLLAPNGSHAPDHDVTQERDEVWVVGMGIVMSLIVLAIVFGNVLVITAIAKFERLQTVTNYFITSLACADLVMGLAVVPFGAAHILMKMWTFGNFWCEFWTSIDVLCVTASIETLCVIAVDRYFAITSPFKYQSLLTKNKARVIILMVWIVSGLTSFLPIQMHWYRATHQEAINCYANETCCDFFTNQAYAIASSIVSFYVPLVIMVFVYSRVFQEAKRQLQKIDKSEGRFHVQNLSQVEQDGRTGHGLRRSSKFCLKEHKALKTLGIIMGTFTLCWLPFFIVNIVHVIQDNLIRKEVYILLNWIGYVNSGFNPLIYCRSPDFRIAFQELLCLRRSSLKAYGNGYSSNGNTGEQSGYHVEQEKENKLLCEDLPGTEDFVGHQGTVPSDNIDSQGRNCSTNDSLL
* marks the source's active call; other numbers are inactive results; ? = inconclusive; nt = no result given; [ ] = remark or other dose. Unless noted, the call rests on the fitted dose curve; in most records, active means well fitted curve in the direction sought with a large enough effect; inconclusive means small, poorly fitted or top-dose-only effect, or another doubt; inactive means no such curve, though single readings can be large; an effect the other way counts as inactive or inconclusive. Unless noted, on the % scale 0 is the no-effect control and ±100 the full control effect.

SMILES | FBPA coupling cs | PKM2 activator | hERG WT inh | KCNH2 3.1 inh | Giardia killer | Eya2 inh | USP2a block | GALK inhibitor | uPA generation | Chronic BCR inh | B2AR arrestin
CCCC(=O)Nc1ccc(C(=O)N/N=C/c2ccc[nH]2)cc1 | -1 | 0% | 0 | 2 | 6 | 7% | 4% | 1% | 6% | ? | -1.2%
Cc1ccc(SCC(=O)NNC(=O)CNC(=O)c2ccccc2F)cc1 | nt | nt | -1 | -13 | -7 | -2% | 0% | nt | 3% | -1% | -0.4%
Cc1c(NC(=O)C(C)OC(=O)/C=C/c2ccc3c(c2)OCO3)c(=O)n(-c2ccccc2)n1C (configuration not stated) | 3 | -9% | -4 | -4 | -9 | 9% | 9% | 1% | nt | 4% | -0.3%
CN(C)S(=O)(=O)c1ccc(-c2cn3ccccc3n2)cc1 | -10 | -26% | 3 | -24 | ? | -1% | 0% | 1% | nt | 18% | -0.1%
NC(=O)c1c(NC(=O)c2ccccc2)sc2c1CCC2 | 0 | 0% | 6 | -21 | 5 | -6% | 1% | -4% | -11% | 2% | -0.4%
Cc1nn(C)c(C)c1S(=O)(=O)N(CC(=O)N1CCc2ccccc21)c1ccc(C(C)C)cc1 | 0 | -1% | -5 | -1 | -18 | 10% | -1% | 1% | 10% | ? | 0.0%
Cc1cccc(NC(=S)N/N=C/c2ccc(Cl)c([N+](=O)[O-])c2)c1 | 1 | 1% | 13 | -14 | -1 | -11% | 1% | -1% | 1% | 0% | -0.9%
CCCCCCCNC(=O)C1(CC2CC(c3cccc(Br)c3)=NO2)CCN(C(=O)OC(C)(C)C)CC1 (configuration not stated) | -4 | 1% | 2 | -23 | 3 | -9% | -6% | nt | 11% | ? | -0.6%
COc1cc(OC)cc(-c2cc3nc(C)c(CCC(=O)O)c(=O)n3[nH]2)c1 | -1 | -11% | -9 | -4 | 13 | 16% | 2% | 1% | -4% | ? | -0.6%
O=C(Nc1ccccc1N1CCOCC1)c1ccc(Cl)c(S(=O)(=O)NCc2ccco2)c1 | -1 | 5% | -1 | -5 | -5 | 6% | -1% | -1% | 20% | ? | 0.2%
Cc1ccc(S(=O)(=O)NCc2csc(-c3cccs3)n2)cc1 | -10 | 1% | 0 | -10 | 4 | -5% | 0% | 5% | 14% | -2% | -0.4%
Cc1ccc2cc(CN(CCN3CCOCC3)C(=O)NCc3ccccc3)c(=O)[nH]c2c1C | 2 | 5% | 9 | -2 | 15 | 6% | 0% | 3% | -5% | ? | -0.5%
CCOC(=O)C1Oc2ccccc2C(c2cccc3ccccc23)=C1C(=O)OC (configuration not stated) | -1 | nt | -16 | -11 | 38[activator] | -5% | -11% | nt | 10% | 0% | 3.1%
CN(C)CCCOc1nc2c(c(=O)n(C)c(=O)n2C)n1C | -1 | -1% | 5 | -7 | -2 | 4% | -2% | -3% | 2% | 1% | 0.2%
COCCN(C(=O)COC(=O)c1cc2ccccc2cc1O)c1c(N)n(Cc2ccccc2)c(=O)[nH]c1=O | nt | nt | 12 | 2 | 1 | 3% | 2% | nt | 12% | 1% | 0.4%
Cc1cccc(C(=O)OCC(=O)NCCN2C(=O)CSC2=O)c1[N+](=O)[O-] | nt | nt | 5 | -11 | -16 | -23% | 0% | nt | -7% | -2% | -1.2%
Cn1cccc1C(=O)N1CCc2ccccc2C1 | -1 | -10% | 4 | -2 | 2 | 7% | 0% | -2% | -1% | 4% | -0.9%
Nc1cc(=O)[nH]c(SCc2ccccc2Cl)n1 | 0 | -1% | -3 | 4 | 9 | -3% | 2% | 2% | 5% | -5% | -0.2%
C=CCn1c(Cc2csc(N)n2)nnc1SCc1ccc(C(=O)OC)cc1 | 0 | -2% | -13 | -2 | 10 | -11% | -1% | 0% | 7% | -16% | -0.1%
Cc1c(NC(=O)c2coc(=O)c(Br)c2)c(=O)n(-c2ccccc2)n1C | -1 | 1% | 11 | 7 | -16 | nt | nt | -3% | -2% | nt | nt
C/C=C(/C)C(=O)Nc1cccc(C2=NOC3(C2)C[C@@H](C(N)=O)N(C(=O)/C=C/CC)C3)c1 (some centres not stated) | 1 | 0% | -11 | -21 | -19 | -22% | -2% | 4% | 9% | -5% | 0.2%
Cc1ccc(CS(=O)(=O)CCC(=O)NCCCOC(C)C)cc1 | -2 | -2% | 2 | -25 | -7 | 14% | 0% | -3% | 7% | 1% | -0.2%
CCOC(=O)CSc1nc2sc3c(c2c(=O)n1-c1ccc(OC)cc1)CCN(C)C3 | 0 | nt | 3 | 2 | 13 | -9% | 1% | nt | -4% | -2% | 0.1%
CC(C)c1ccc2oc(=O)cc(CN3CCCCC3)c2c1 | 2 | nt | 7 | 19 | 5 | -3% | -1% | nt | 2% | 9% | -0.6%
CCN(CC)CCCNc1nc(-c2ccccc2)nc2ccccc12 | -4 | 4% | 19 | -15 | 1 | 6% | 1% | -3% | -13% | 3% | 0.0%
CCCC1(C)NC(=O)c2ccccc2O1 (configuration not stated) | 1 | -4% | -7 | 1 | -7 | 3% | 1% | 7% | 0% | -8% | 0.1%
COc1ccc(NS(=O)(=O)c2cc(C)ccc2OC)cc1OC | -1 | 9% | -1 | -1 | -14 | -9% | 2% | 0% | -6% | ? | -0.2%
CN(Cc1ccccc1)C(=O)CCC1CCN(C(=O)CCC(F)(F)F)CC1 | 2 | 0% | -3 | 4 | -12 | -5% | 2% | 3% | 0% | -1% | 0.4%
CCc1ccc(-c2nn(Cc3ccccc3)cc2C(=O)NCC2CCCO2)cc1 (configuration not stated) | nt | nt | 39 | -8 | 8 | 1% | 0% | nt | -2% | ? | 0.1%
CCOCCCNC(=O)c1oc2ccc3c(c2c1C)C(O)CC(C)(C)O3 (configuration not stated) | 1 | nt | -3 | -6 | 6 | -3% | -1% | -2% | 12% | -13% | -1.0%
CCOC(=O)C1=C(C)OC(N)=C(C#N)C1c1cc(Cl)c(OCC(N)=O)c(OC)c1 (configuration not stated) | 1 | 1% | -1 | 8 | 1 | nt | nt | 0% | 0% | nt | nt
Cc1cc(Cl)ccc1OCC(=O)OCC(=O)NC1CCS(=O)(=O)C1 (configuration not stated) | nt | nt | -11 | 3 | -14 | 18% | 5% | nt | 13% | 2% | 0.0%
O=C(/C=C/c1cccc([N+](=O)[O-])c1)NC(=S)Nc1cccc(NC(=O)c2ccccc2Cl)c1 | -4 | -2% | 8 | -5 | 10 | -6% | 2% | nt | -13% | ? | -0.5%
Cc1cccc(CCNC(=O)CCS(=O)(=O)c2ccc(Br)cc2)c1 | 3 | -1% | 2 | -7 | 4 | -14% | 2% | -2% | 9% | 23% | 0.1%
Cc1ccc(NC(=O)Cn2nc(C(=O)O)c3ccccc3c2=O)c([N+](=O)[O-])c1 | 1 | nt | 1 | -2 | 20 | -4% | 0% | -2% | 3% | ? | -0.2%
COC(=O)C1C(O)=CC(=O)CC1C (configuration not stated) | -4 | -21% | 3 | 13 | -13 | -2% | 0% | -3% | 2% | -2% | -1.4%
COc1ccc(C(=O)Nc2ccc(Nc3ccccc3)cc2)cc1[N+](=O)[O-] | -1 | 0% | -2 | -11 | 4 | -9% | 0% | -1% | -20% | ? | -0.2%
COc1cccc(-n2c(-c3ccccc3)c[nH]c2=S)c1 | -3 | -11% | 11 | -12 | -7 | -5% | 0% | -1% | 2% | ? | -0.3%
CO/N=C/C(C#N)=C/c1cc(C(=O)c2ccccc2)cn1C | 1 | -9% | -3 | -12 | -20 | 9% | 0% | 0% | 0% | -3% | -0.1%
CCOC(=O)CC1C(=O)NCCN1C(=O)c1c(F)cccc1F (configuration not stated) | 1 | -3% | -16 | 2 | -4 | 8% | 2% | 1% | 1% | 7% | -0.3%
CCOC(=O)CC1CCCCN1Cc1cn[nH]c1-c1ccc(F)cc1F (configuration not stated) | 0 | -3% | 21 | -8 | 41[activator] | -1% | 0% | -1% | 3% | -1% | -0.6%
